Assay outcomes: PubChem BioAssay, National Center for Advancing Translational Sciences (NCATS)
Sm TGR inh: S. mansoni TGR enzyme inhibition | purified TGR, DTNB reduction, TNB absorbance 405 nm | Potency, µM (doses to about 114 µM), without a hit: top-dose activity change, negative = inhibition, usual class: inhibitors | 360,000 compounds, 3% hits | AID 485364; also: potency is read from the fitted curve at half-maximal effect; nearly all actives have a fitted effect of over 60% in size
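TGR 20 nM + NADPH 100 uM (dispensed conc.), cpd preinc 15 min RT; start with NADPH (500 uM addition) then DTNB (15 mM addition). Kinetic TNB absorbance, 405 nm filter. Four-parameter Hill fit across titration.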
LmPK inhibitor: blocks Leishmania mexicana pyruvate kinase activity | AID 1721 | purified LmPK, Kinase-Glo ATP luminescence, 1 h | 290,000 compounds, 0.37% hits | Q27686 | Potency, µM (titrated, usually from 57.5 µM), without a hit: top-dose activity change, negative = inhibition, usual class: inhibitors; also: potency is read from the fitted curve at half-maximal effect
Target sequence (Q27686 whole entry, looked up): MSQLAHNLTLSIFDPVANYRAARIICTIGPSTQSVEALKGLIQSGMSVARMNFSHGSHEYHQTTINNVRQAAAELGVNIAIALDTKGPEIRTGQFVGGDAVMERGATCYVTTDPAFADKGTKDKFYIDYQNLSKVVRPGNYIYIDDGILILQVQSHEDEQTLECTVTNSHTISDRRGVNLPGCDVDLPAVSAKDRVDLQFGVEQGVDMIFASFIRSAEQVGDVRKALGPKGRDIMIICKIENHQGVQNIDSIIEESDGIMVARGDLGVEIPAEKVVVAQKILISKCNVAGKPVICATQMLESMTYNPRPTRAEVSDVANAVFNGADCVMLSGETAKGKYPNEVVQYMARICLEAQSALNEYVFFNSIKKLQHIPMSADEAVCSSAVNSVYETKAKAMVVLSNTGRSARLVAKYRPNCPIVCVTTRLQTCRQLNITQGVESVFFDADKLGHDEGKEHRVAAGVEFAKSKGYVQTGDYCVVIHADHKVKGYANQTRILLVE
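qHTS format; LmPK 0.1 nM; substrates PEP 0.5 mM and ADP 0.1 mM. One-hour room-temperature incubation, then coupled luciferase luminescence; 0.5 nM enzyme wells mark activation.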
AMA1 RON2 block: inhibitors of Plasmodium falciparum AMA1-RON2 interaction | Potency, µM (highest dose often 58.2 µM), for inactives: at the highest dose activity change, negative = inhibition, hits mostly inhibitors | AlphaScreen AMA1-biotinylated RON2 peptide binding | 360,000 compounds, 0.2% hits;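 also: potency is read from the fitted curve at half-maximal effect; 0% = vehicle wells and -100% = peptide control; nearly all actives have a fitted effect of over 45% in size; some results filed as inactive show a strong effect at the top dose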
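AMA1 (3D7) with his tag at 25 nM final met compounds first, then biotinylated RON2 peptide at 25 nM; detection used donor plus acceptor beads, 10 µg/mL apiece, read by AlphaScreen after 30 min at room temperature.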
AmpC inh detg: AmpC beta-lactamase inhibition with detergent present; P00811; AmpC hydrolysis of nitrocefin, absorbance 480 nm, 0.01% Triton; Potency, µM (highest dose often 114 µM), for inactives: at the top dose activity change, negative = inhibition, usual class: inhibitors; 370,000 compounds, 0.041% hits; AID 485294;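 also: potency is read from the fitted curve at half-maximal effect; 0% = no-compound wells and -100% = no-enzyme wells; nearly all actives have a fitted effect of over 25% in size; some results filed as inactive show a strong effect at the top dose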
Target sequence (P00811 whole entry, looked up): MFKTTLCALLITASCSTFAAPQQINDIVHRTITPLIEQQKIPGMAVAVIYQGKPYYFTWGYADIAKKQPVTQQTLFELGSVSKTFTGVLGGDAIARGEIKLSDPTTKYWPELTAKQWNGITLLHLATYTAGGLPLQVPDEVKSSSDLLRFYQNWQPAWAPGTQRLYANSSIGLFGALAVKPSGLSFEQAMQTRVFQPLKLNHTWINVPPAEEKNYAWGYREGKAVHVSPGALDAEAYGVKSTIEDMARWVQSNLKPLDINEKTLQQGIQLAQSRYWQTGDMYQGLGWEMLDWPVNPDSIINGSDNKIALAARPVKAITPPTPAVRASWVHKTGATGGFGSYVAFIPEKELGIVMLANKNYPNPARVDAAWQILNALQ
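20 mM phosphate pH 7.0 + 0.01% (detergent screen) or 0.0001% Triton X-100; 5.3 nM AmpC reagent; cpd preinc 15 min RT; nitrocefin (800 uM stock) to start; A480 q20 s × 4 min; Activity was normalised to no-enzyme and no-compound control wells.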
TbPYK inhibitor: inhibitors of Trypanosoma brucei pyruvate kinase | Q57TT1 | 410,000 compounds, 0.12% hits | Potency, µM (series often up to 76.8 µM), inactives show top-dose activity, negative = inhibition, hits mostly inhibitors | TbPYK enzyme, Kinase-Glo Plus ATP luminescence, 45 min; also: potency is read from the fitted curve at half-maximal effect; nearly all actives have a fitted effect of over 50% in size
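T. brucei PYK with substrate was exposed to pin-transferred compounds across a concentration series, then started with 130 uM ADP (final). After 45 min at room temperature, Kinase-Glo Plus luminescence was read, normalized and curve-fitted.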
AmpC no deterg: blocks E. coli AmpC beta-lactamase in detergent-free assay | P00811 | AmpC nitrocefin hydrolysis, absorbance 480 nm, 0.0001% Triton | Potency, µM (series often up to 57.1 µM), for the others: top-dose activity change, negative = inhibition, usual class: inhibitors | 330,000 compounds, 0.52% hits;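 also: potency is read from the fitted curve at half-maximal effect; plate controls were no compound for no effect and no enzyme for full effect; nearly all actives have a fitted effect of over 20% in size; some results filed as inactive show a strong effect at the top dose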
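AmpC (5.3 nM in the dispensed reagent) in 20 mM phosphate pH 7.0 with 0.01% (detergent screen) or 0.0001% Triton X-100 was preincubated with compounds for 15 min at room temperature. Nitrocefin was then added from an 800 uM solution, and hydrolysis was followed at 480 nm.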
HCMV inh: blocks human cytomegalovirus replication | HFF cells, HCMV-luciferase reporter, 72 h; active compounds read low | 410,000 compounds, 4.5% hits | activity change, negative = inhibition, % at 57.5 µM; in the data active = activity change below about -60%; inconclusive = no clear call, values can overlap the other calls; inactive = above about -39%
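HFF cells seeded 16 h at 37C, treated with compounds, infected with luciferase-reporter HCMV at MOI 1 PFU/cell; luciferase read at 72 h post infection, normalized to buffer-only and Salinomycin controls.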
* = called active by the depositor; u = inconclusive; x = no result given; [ ] = another dose, or the depositor's remark. Unless noted, calls follow the shape of the dose curve; as a rule, active = well fitted curve in the direction sought with a large enough effect; inconclusive = small, poorly fitted or top-dose-only effect, or another doubt; inactive = no such curve, though single readings can be large; an effect the other way counts as inactive or inconclusive. Unless noted, % is scaled to controls: 0 for no effect and ±100 for the full control effect.

Preview, 2 compounds:
SMILES | Sm TGR inh | LmPK inhibitor | AMA1 RON2 block | AmpC inh detg | TbPYK inhibitor | AmpC no deterg | HCMV inh
O=C(CSc1nnc(CNC(=O)c2ccco2)o1)Nc1nc2ccccc2s1 | -10% | 6% | 91%[activator] | -11% | 2% | -15% | 23
Cc1ccc(Nc2ncnc3c2cnn3C)c(C)c1 | -2% | 1% | 9% | 1% | -24% | -3% | -22

The list itself, from the first entry:
SMILES | Sm TGR inh | LmPK inhibitor | AMA1 RON2 block | AmpC inh detg | TbPYK inhibitor | AmpC no deterg | HCMV inh
O=C(CSc1nnc(CNC(=O)c2ccco2)o1)Nc1nc2ccccc2s1 | -10% | 6% | 91%[activator] | -11% | 2% | -15% | 23
Cc1ccc(Nc2ncnc3c2cnn3C)c(C)c1 | -2% | 1% | 9% | 1% | -24% | -3% | -22
CN(C(=O)C1CCOC1)c1nnc(-c2ccncc2)s1 (stereo not given) | 2% | -1% | 19% | 3% | 2% | 2% | 16
O=C(NCCN1CCOCC1)c1ccc(Cl)c([N+](=O)[O-])c1 | -20% | 1% | 1% | -11% | -8% | -9% | 46
COc1ccc(OC)c(NC(=O)Cn2cnc3onc(-c4ccc(Cl)cc4)c3c2=O)c1 | -7% | x | x | -3% | -1% | x | -11
OCCC1CN(Cc2nc3ccccc3[nH]2)CCN1C1CCCC1 (stereo not given) | -6% | 5% | 3% | -4% | 1% | -11% | -39
N#Cc1cn(CC(=O)NCC2CCCO2)c2ccccc12 (stereo not given) | 7% | -4% | 0% | u | 0% | -17% | 30
Cc1ccc(S(=O)(=O)CCC(=O)N2CCN(c3ccc(Cl)cc3)CC2)cc1 | 13µM* | 6% | -15% | 3% | -2% | 57% | -70*
O=C(N/N=C/c1sc(=O)n(-c2ccccc2)c1Cl)c1ccccc1 | u | u | 26% | -6% | 3% | -25% | -4
COCCN(C(=O)CSc1nc2ccc(C)cc2[nH]1)c1c(N)n(Cc2ccccc2)c(=O)[nH]c1=O | -5% | -1% | -8% | 1% | 1% | -23% | -36
CC(C)C(=O)NC(=S)Nc1c(Cl)ccc2nsnc12 | u | 2% | 1% | -7% | -2% | -42% | 4
CCOC(=O)c1ccc(NC(=O)CCCn2nc(C)c3sc4ccccc4c3c2=O)cc1 | -35% | x | x | 1% | 3% | x | -4
O=C(O)Cc1sc(Nc2cccc3ccccc23)nc1-c1ccc(Cl)cc1 | -5% | 4% | 0% | 0% | 1% | 7.9µM* | 20
CCOc1cc(-c2nc3n(c(=O)c2C#N)CCS3)ccc1O | -2% | 5% | 5% | 0% | -7% | -16% | u
Cc1ccccc1Cn1c(CN2CCC(C(=O)NCc3ccc(Cl)cc3)CC2)cc2ccccc21 | 13% | x | x | 11% | 1% | x | 17
CN(C)C(=O)Oc1ccc(-c2nnco2)cc1 | 0% | 9% | 5% | u | -3% | -6% | 16
CC(C(=O)N1CCc2ccccc21)N1CCc2ccccc2C1 (stereo not given) | 1% | 0% | -11% | -4% | -2% | -10% | 47
COc1ccc(N2CCN(C(=O)c3cn(CC4CCCCC4)nn3)CC2)cc1 | -2% | -8% | -5% | -4% | -8% | 90%[activator] | u
COc1ccc(/C=N/NC(=O)CCn2c3ccccc3c3ccccc32)cc1OC | -3% | 5% | 6% | 1% | -1% | -11% | u
O=C(NCc1ccco1)/C(=C/c1ccco1)NC(=O)c1ccco1 | 25µM* | 8% | 8% | 6% | -10% | -25% | -33
O=C(CSc1nnc(NC(=O)c2ccccc2F)s1)NCC1CCCO1 (stereo not given) | -2% | -10% | 10% | -5% | -26% | -20% | 35
COc1ccc(CN2CCC(C(=O)Nc3ccc(Oc4cccnc4)cc3)CC2)cc1 | 3% | -6% | 20% | 2% | -8% | 0% | -75*
O=C(CSC1=NC(=O)C(c2ccccc2)C(=O)N1)Nc1ccccc1[N+](=O)[O-] (stereo not given) | 1% | -2% | -5% | 5% | -24% | -23% | -12
Clc1ccc2nc(CSCc3ccccc3)cn2c1 | -16% | -6% | -3% | -6% | -3% | -51% | -1

Given in markdown: 4 of the compounds above
| smiles | Sm TGR inh | LmPK inhibitor | AMA1 RON2 block | AmpC inh detg | TbPYK inhibitor | AmpC no deterg | HCMV inh |
| --- | --- | --- | --- | --- | --- | --- | --- |
| O=C(NCc1ccco1)/C(=C/c1ccco1)NC(=O)c1ccco1 | 25µM* | 8% | 8% | 6% | -10% | -25% | -33 |
| O=C(CSc1nnc(NC(=O)c2ccccc2F)s1)NCC1CCCO1 (stereo not given) | -2% | -10% | 10% | -5% | -26% | -20% | 35 |
| COc1ccc(CN2CCC(C(=O)Nc3ccc(Oc4cccnc4)cc3)CC2)cc1 | 3% | -6% | 20% | 2% | -8% | 0% | -75* |
| O=C(CSC1=NC(=O)C(c2ccccc2)C(=O)N1)Nc1ccccc1[N+](=O)[O-] (stereo not given) | 1% | -2% | -5% | 5% | -24% | -23% | -12 |

The list goes on:
SMILES | Sm TGR inh | LmPK inhibitor | AMA1 RON2 block | AmpC inh detg | TbPYK inhibitor | AmpC no deterg | HCMV inh
Cc1ccc(S(=O)(=O)N2CCOCC2)cc1NC(=O)CNc1ccccc1N1CCCC1=O | -4% | x | -3% | 1% | -1% | 135%[activator] | -6
Cc1cc(C)n(-c2nc3ccccc3nc2Nc2ccc(Cl)c(Cl)c2)n1 | 8% | x | x | 10% | 0% | x | 19
O=C(NN1CCOCC1)c1cc(Cl)ccc1Cl | -6% | -2% | -4% | 6% | 1% | -1% | -34
Cn1cnc(S(=O)(=O)N2CCC(C(=O)Nc3ccc(Cl)c(C(F)(F)F)c3)CC2)c1 | 2% | x | x | 16% | -3% | x | -76*
Cc1ccccc1C(=O)NC1CCN(CC(=O)Nc2ccccc2Cl)CC1 | -6% | 0% | -1% | 2% | 2% | 74%[activator] | 6
CCN1CCN(Cc2ccc(C)cc2)CC1 | 2% | 3% | -5% | -24% | 7% | -17% | 63
C=CC[C@@H](CC(=O)N[C@@H](CO)Cc1ccccc1)C(=O)NC[C@@H](OC(=O)[C@@H](CC=C)Cc1ccc(F)cc1)c1ccccc1 | x | x | -2% | x | 2% | -4% | 1
C=C1CC[C@@H]2[C@](C)(CCC[C@@]2(C)/C=C/[C@@H](O)C(C)(C)O)[C@H]1CC(=O)NCCS(=O)(=O)O | x | x | 15% | x | 4% | x | 70
CC(C)c1ccc(/C=N/NC(=O)c2cc(-c3cccc([N+](=O)[O-])c3)n[nH]2)cc1 | 14% | 3% | 16% | 8% | 3% | -40% | 12
O=S(=O)(/N=C(/Nc1ccc(F)cc1F)c1ccc(Cl)cc1)c1ccccc1 | -10% | 6% | -1% | -13% | -22% | -18% | -22
CCOC(=O)c1c(NC(=O)CCC(=O)NCc2ccco2)sc2c1CCCC2 | u | 0% | 0% | -12% | -3% | 68%[activator] | -13
OCCN1CCN(c2ncnc3c2sc2nc(N4CCOCC4)c4c(c23)CCC4)CC1 | -7% | 4% | -21% | -10% | -3% | 168%[activator] | 3
C(=C\N1CCCCCC1)/c1nnnn1-c1ccc(-c2ccccc2)cc1 | 19% | 7% | 10% | 4% | 10% | u | 0
COc1ccc(S(=O)(=O)N(CC(=O)NCc2ccco2)C2CCCCC2)cc1OC | u | 6% | 0% | u | -17% | 29% | -17
CC(C)Cc1ccc(C(C)C(N)=Nc2ccc(O)cc2)cc1 (stereo not given) | x | x | -10% | x | 4% | x | -11
COc1ccc(-c2csc(C(NC(C)=O)c3cccc(F)c3)n2)cn1 (stereo not given) | x | x | -1% | x | 1% | x | -31
COc1ccc(-n2c(SCC(=O)Nc3ccccc3)nc(O)cc2=O)cc1 | 9% | 0% | 1% | 7% | 13% | -33% | u
C/C(=N\NC(=O)c1ccc(Cl)cc1)c1ccc(Br)s1 | 13% | -1% | 9% | -3% | 2% | -20% | -20
Cc1ccc(CNC(=O)CCCc2nc3ccccc3s2)cc1 | -3% | 2% | -14% | -8% | 11% | -4% | -25
CN(C)c1ccc(S(=O)(=O)NCC(=O)NCC2CCCCC2)cc1[N+](=O)[O-] | -11% | 2% | 19% | 3% | -2% | 5% | -10
Cc1ccc(S(=O)(=O)N2CCN(C(=O)CSc3nnnn3C)CC2)c(C)c1 | -2% | 2% | 8% | 0% | 8% | -1% | 7
Cc1cc(-c2nnc(SCC(=O)Nc3ccc(F)c(F)c3)n2N)n[nH]1 | -9% | -2% | 3% | 4% | -14% | -5% | 0
COc1cccc(NC(=S)N(CCCN2CCN(C)CC2)Cc2ccco2)c1 | 9% | 0% | 30%[activator] | 0% | -2% | -7% | 19
COc1cc2c(C(=O)N3CCCc4ccccc43)cn(C)c(=O)c2cc1OC | -14% | -3% | -14% | -5% | -3% | 20% | 0
COc1ccccc1CC(NC(C)=O)C(=O)NC1CCN(C(=O)c2cccc(Cl)c2)CC1 (stereo not given) | 11% | -7% | -17% | 3% | -5% | 100%[activator] | -6
COCCNC(=O)CCN1C(=O)c2cccnc2Oc2ccc(C)cc21 | 2% | x | x | -2% | 5%[15.4 µM] | x | 0
Cn1c2ccccc2c(=O)c2ccc(NCc3ccc4c(c3)OCO4)cc21 | x | x | 5% | x | -6% | x | -18
CCCCCOC(=O)C1=C(C)Nc2ncnn2C1c1cccs1 (stereo not given) | -21% | 5% | -2% | -6% | -3% | -5% | -14
Cc1nn(-c2ccccc2)c(CC(C)(C)C(=O)O)c1C(=O)O | -4% | -1% | 10% | -3% | -1% | -7% | -33
COc1cccc(C(=O)N2c3cc(C)ccc3C(C)(c3ccccc3)CC2(C)C)c1 (stereo not given) | -3% | x | x | 19% | 6% | x | -16
Cc1ccccc1NC(=O)N1C2CCC1CC(O)(c1cccnc1)C2 (stereo not given) | 10% | -4% | 14% | -15% | 2% | -30% | -21
Cc1cccc2c(=O)cc(CSc3ccccc3NC(=O)c3cccc(F)c3)[nH]c12 | 6% | x | x | 17% | -1% | x | 36
COc1ccc2ccccc2c1/C=N/NC(=O)c1cccc(Br)c1 | 3% | 4% | 20% | u | -3% | -35% | -67*
CCOC(=O)C(NC(=O)c1ccccc1)C(C)(C)SCc1ccccc1 (stereo not given) | x | x | 10% | x | 2% | x | 17
COc1cc(C2N(c3ccc(Cl)c(Cl)c3)C(=O)C3CCCN32)cc(OC)c1OC (stereo not given) | -1% | -3% | -3% | 1% | 1% | 136%[activator] | 3
Cc1c(C)c(C)c(/C=[N+](/C)[O-])c(C)c1C | 3% | 1% | 16% | 8% | -5% | 1% | 3
CC(CNC(=O)c1ccc(Cn2c(=O)c3cccn3c3cccnc32)cc1)c1ccccc1 (stereo not given) | 5% | x | x | -10% | -4% | x | u
